Mot1-301 SUMO: SUMOylation pathway inhibition by Mot1-301 growth rescue; AID 2716; hit rate 1% among 320,000; S. cerevisiae Mot1-301 growth rescue, ATP luminescence, 38.5C; percent above DMSO median, 100 means doubled; growth rescue, % at 18.8 µM;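 active means every valid replicate shows activation above 250% relative to neutral control wells; inactive means the rest, any valid replicate at or below 250%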;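 further: OY570 slx delta 5 strain wells were the positive control but not used for scaling; some compounds called inactive have numbers as strong as hits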
C-LANA FP: inhibitors of KSHV LANA C-terminal domain DNA binding; MBP-C-LANA/FAM-LBS DNA binding, fluorescence polarization; hit rate 0.078% among 340,000; inhibition, % at 9 µM;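 active means highest replicate inhibition at or above 60% at 9 µM, even if other replicates fall short; inactive means all replicates below 60% inhibition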;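 further: 0% = neutral control wells and 100% = 4 µM acridine orange control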
CDK5 inh: CDK5/p35 (human) kinase inhibition; AID 488839; Recombinant CDK5/p35, ADP-Glo luminescence, 60 min; hit rate 0.01% among 330,000; inhibition, % at 10 µM;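 active means highest replicate inhibition of at least 50% and at least 75% of replicates reaching 50%; inconclusive means only one of the two criteria met; inactive means both criteria failed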;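 further: plate controls were DMSO neutral control for no effect and GW8510 at 10 µM for full effect; many of its hits are not listed in these tables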
Keap1 Nrf2 FP: disrupts human Keap1 binding to Nrf2 peptide; Q14145; Keap1 Kelch-Nrf2 peptide fluorescence polarization, 1536-well; inhibition, % at 9.4 µM; hit rate 0.15% among 340,000; AID 504523; in the data active means inhibition above about 12%; inconclusive means no clear call, values can overlap the other calls; inactive means below about 7.3%;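 further: human Keap1 Kelch domain with fluorescein labeled Nrf2 9mer peptide probe; 0% = neutral control wells and 100% = peptide positive control; higher means more block of Keap1 binding to Nrf2 peptide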
Target sequence (Q14145 whole entry, looked up, the tested form may be a part): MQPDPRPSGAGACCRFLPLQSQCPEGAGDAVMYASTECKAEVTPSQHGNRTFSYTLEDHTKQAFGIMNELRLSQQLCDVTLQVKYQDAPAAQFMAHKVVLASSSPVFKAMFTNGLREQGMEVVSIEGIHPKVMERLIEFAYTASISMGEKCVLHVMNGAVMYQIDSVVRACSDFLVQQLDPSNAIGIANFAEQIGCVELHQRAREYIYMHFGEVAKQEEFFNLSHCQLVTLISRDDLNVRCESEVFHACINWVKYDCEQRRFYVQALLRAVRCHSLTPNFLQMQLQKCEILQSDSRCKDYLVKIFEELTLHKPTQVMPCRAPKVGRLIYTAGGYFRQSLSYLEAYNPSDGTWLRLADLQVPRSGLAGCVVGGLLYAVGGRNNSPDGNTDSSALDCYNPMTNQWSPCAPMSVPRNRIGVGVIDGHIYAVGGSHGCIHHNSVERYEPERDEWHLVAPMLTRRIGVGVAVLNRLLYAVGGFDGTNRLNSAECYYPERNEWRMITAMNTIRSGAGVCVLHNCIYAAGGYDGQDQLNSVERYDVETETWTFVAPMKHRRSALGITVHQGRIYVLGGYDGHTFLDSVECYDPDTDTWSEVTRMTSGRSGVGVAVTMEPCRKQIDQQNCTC
NSD2 inh: NSD2 (human) methyltransferase inhibition; NSD2 peptide methylation, AlphaScreen, 120 min; inhibition, % at 12.5 µM; hit rate 0.54% among 310,000; AID 743445; in the data active means inhibition above about 50%
Rtt109 Vps75: inhibitors of Candida albicans Rtt109/Vps75 histone acetyltransferase; inhibition, % at 34.9 µM; purified Rtt109/Vps75, ThioGlo CoA-SH fluorescence, 4 h; Q5AAJ8; hit rate 0.16% among 330,000;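 active means inhibition of at least 50% in every replicate; inconclusive means best replicate reaches 50% inhibition but some replicates fall short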
Target sequence (Q5AAJ8 whole entry, looked up): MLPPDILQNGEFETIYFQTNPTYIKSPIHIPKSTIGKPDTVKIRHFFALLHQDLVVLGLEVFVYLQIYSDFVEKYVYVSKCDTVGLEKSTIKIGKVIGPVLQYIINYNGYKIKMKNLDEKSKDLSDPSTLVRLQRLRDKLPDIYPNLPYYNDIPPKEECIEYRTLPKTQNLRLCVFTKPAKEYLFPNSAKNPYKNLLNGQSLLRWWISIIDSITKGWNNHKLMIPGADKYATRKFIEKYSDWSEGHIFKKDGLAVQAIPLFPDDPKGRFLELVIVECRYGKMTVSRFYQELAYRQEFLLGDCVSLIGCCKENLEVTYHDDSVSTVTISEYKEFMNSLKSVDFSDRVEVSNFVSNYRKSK
PvdQ acylase: P. aeruginosa PvdQ acylase inhibition | purified PvdQ acylase, fluorescence plate reader | inhibition, % at 10 µM | hit rate 0.063% among 340,000; in the data active means inhibition above about 30%, passing the limit was not always enough; inconclusive means no clear call, values can overlap the other calls;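 further: 0% = vehicle neutral wells and 100% = reference inhibitor wells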
PfHsp90 yeast 2: reduces growth (ATP signal) of yeast expressing P. falciparum Hsp90. AID 504621. hit rate 0.32% among 310,000. S. cerevisiae expressing PfHsp90, BacTiter-Glo ATP, 48 h; yeast lacking PDR1 and PDR3 efflux regulators. inhibition, % at 9.4 µM;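 active means every replicate shows inhibition above about 80%, whatever the replicate mean, limit read from the data; inconclusive means mean inhibition reaches the set limit but some replicate falls short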;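 further: 0% = DMSO neutral controls and 100% = 20 µM radicicol positive controls; yeast relying on Plasmodium falciparum Hsp90 in place of its own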
RTF Ca sens act: cardiac RTF calcium sensitization; IANBD-labeled TnC RTF fluorescence at EC20 calcium; 0% EC20 calcium, 100% full calcium; activation, % at 7.2 µM; hit rate 0.24% among 340,000; AID 493008;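 active means activation above the mean over all tested compounds plus 3 SD, cut at about 30% in these data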;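 further: rise in fluorescence read as greater calcium sensitivity of cardiac thin filaments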
RTF Ca sens inh: cardiac RTF calcium desensitization. inhibition, % at 7.15 µM. AID 493244. hit rate 0.12% among 340,000. IANBD-labeled cardiac RTF, Ca2+ fluorescence;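 active means inhibition above the mean inhibition of all tested compounds plus 3 SD, cut at about 17% in these data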;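 further: assay run at fixed EC70 calcium of 1.6 mM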
dFosB act: enhances mouse delta FosB homodimer DNA binding; P13346; purified delta FosB, TAMRA-CDK5 oligo fluorescence polarization; percent of positive-control signal above neutral wells; activation, % at 25 µM; hit rate 0.99% among 340,000;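 active means mean activation above about 17%, with every replicate also reaching it, limit read from the data, passing the limit was not always enough; inconclusive means only one of the two conditions met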;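 further: fluorescence polarization rise as delta FosB binds a TAMRA Cdk5 AP-1 oligo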
* marks the source's active call; other numbers are inactive results; i = inactive; ? = inconclusive; . = no result given.

SMILES	Mot1-301 SUMO	C-LANA FP	CDK5 inh	Keap1 Nrf2 FP	NSD2 inh	Rtt109 Vps75	PvdQ acylase	PfHsp90 yeast 2	RTF Ca sens act	RTF Ca sens inh	dFosB act
Cc1ccccc1NC(=S)NCCc1ccccn1	-7	0.1	-0.2	-5	1	28	-1	18	2	0	1
Cc1cccc(C)c1OCCSc1n[nH]c(N)n1	9	-0.8	0.3	1	-2	-6	-17	9	-1	-5	0
CCCC1c2ccc(C)n2CCN1C(=O)Nc1ccc(F)cc1 (configuration not stated)	.	12	-0.1	-1	2	7	17	-20	3	-13	-2
COC(=O)CCN(C(=O)c1ccc(OC(C)=O)cc1)c1ccccn1	1	1.4	-3.3	2	.	-6	-9	4	11	-1	-8
CCn1c(CC(=O)Nc2cccc(OC)c2)nnc1SCC(=O)N1CCN(c2ccccc2)CC1	-7	-1.1	0.5	-1	-1	12	-6	.	3	1	-3
CCOc1ccc(S(=O)(=O)n2cc(-c3ccc(F)cc3)c(N)n2)cc1	10	-1.7	0.0	1	-2	0	-7	-6	-7	-1	-2
Nn1c(SCC(=O)Nc2nccs2)nnc1C1CC1	-1	0.8	1.4	-4	-7	-7	-5	-12	3	3	6
O=C(OC(C(=O)NCC1CCCO1)c1ccccn1)c1cccs1 (configuration not stated)	-10	0.1	-3.5	-3	1	-15	-10	-16	9	-3	1
CCOc1ccc(CN2CCN(Cc3cnc(-c4ccccc4)s3)CC2CCO)cc1 (configuration not stated)	30	-0.6	0.7	-4	-3	18	11	.	-2	1	-6
O=C(c1ccco1)N1CCCC(Nc2ccc3c(c2)OCCO3)C1 (configuration not stated)	241	1.2	0.6	4	5	1	0	0	-4	-7	-4
O=C(CCN1CCN(c2ccccc2F)CC1)Nc1cccc(F)c1	6	-4.8	1.3	2	-1	12	-14	-15	-2	-4	-6
Cc1ncc([N+](=O)[O-])n1CCOC(=O)C12CC3CC(CC(C3)C1)C2	153	0.4	1.9	-3	-1	.	-8	-45	6	-6	-7
CCc1ccc(NC(=O)CSc2nc(=O)n(CCCN3CCOCC3)c3c2CCC3)cc1	1	-0.5	1.6	-3	1	-6	-12	15	6	6	-8
CCOc1ccc2nc(NC(=O)c3ccccn3)sc2c1	-21	-2.0	2.7	-4	-2	-5	-16	21	0	-16	2
O=C(CSc1nc(N2CCOCC2)nc(N2CCOCC2)n1)Nc1ccccc1F	-5	-0.1	0.7	-10	0	-1	-18	8	-1	-7	1
CC1CN(Cc2nc3c(c(=O)n(C)c(=O)n3C)n2Cc2ccccc2)CC(C)O1 (configuration not stated)	11	0.2	0.2	-4	.	-17	-14	0	-4	-2	-4
O=C(NCc1ccccn1)c1ccc(Br)s1	-15	0.1	0.0	-2	-1	25	10	.	-6	-2	-2
O=C1/C(=C/c2ccccc2)CCC1C1CCCC1 (configuration not stated)	13	-2.4	-0.5	-5	-4	-8	9	.	-1	3	2
COc1ccc(F)cc1C(=O)C1CCCN(C(=O)c2ccc(C(C)=O)s2)C1 (configuration not stated)	.	-0.7	-1.4	1	1	1	2	13	-6	-3	-4
C(=NOCCc1ccccc1)c1ccccn1	.	0.0	0.7	2	-2	-8	-5	-11	-2	-4	6
COC(=O)c1ccc(NC(=O)C23CC4CC(C2)CC(n2cnc(Cl)n2)(C4)C3)cc1	.	0.1	-0.6	-2	.	15	9	26	-4	2	-8
Cc1ccc(S(=O)(=O)Nc2cc(C(=O)NCCN(C)C)ccc2N2CCCC2)cc1	9	0.5	.	0	6	16	3	3	-1	2	-2
O=C(COC(=O)c1ccc[nH]c1=O)NC1CCCCCC1	0	-2.0	0.6	2	8	.	14	-2	1	13	-3
CCOc1ccc(NC(=O)COC(=O)Cn2nc(C)c([N+](=O)[O-])c2C)cc1OCC	10	-1.3	1.1	-2	1	5	-16	6	1	-2	-9
COc1ccc(C(=O)/C=C/c2ccc(N3CCCCC3)c([N+](=O)[O-])c2)cc1	23	-0.9	-1.0	0	2	-1	0	4	1	13	-7
CCSc1nnc(NC(=O)C2CC2c2ccccc2)s1 (configuration not stated)	6	0.4	-2.7	-7	23	.	18	-4	-2	-3	-14
O=c1cc(-c2ccc(O)c(O)c2)oc2cc(O[C@@H]3O[C@H](CO)[C@@H](O)[C@H](O)[C@H]3O)cc(O)c12	-3	35	2.9	-4	.	19	-12	-4	8	-2	19*
C=CCOC(=O)C(C#N)c1nc2ccccc2nc1N1CCCC1 (configuration not stated)	793	17	0.7	-3	11	-4	5	26	2	-8	4
COCCN=C1Sc2nc3cc4c(cc3cc2CN1CC1CCCO1)OCO4 (configuration not stated)	-23	0.4	0.3	0	-4	8	-3	16	-6	2	0
Cc1cc(SCC(=O)Nc2ccc3[nH]c(=O)[nH]c3c2)nc2ccccc12	5	1.8	-0.1	-5	-1	2	-10	-2	-2	0	-15

Ordered by SMILES length (smallest number first): some entries from above
SMILES	Mot1-301 SUMO	C-LANA FP	CDK5 inh	Keap1 Nrf2 FP	NSD2 inh	Rtt109 Vps75	PvdQ acylase	PfHsp90 yeast 2	RTF Ca sens act	RTF Ca sens inh	dFosB act
O=C1/C(=C/c2ccccc2)CCC1C1CCCC1 (configuration not stated)	13	-2.4	-0.5	-5	-4	-8	9	.	-1	3	2
CC1CN(Cc2nc3c(c(=O)n(C)c(=O)n3C)n2Cc2ccccc2)CC(C)O1 (configuration not stated)	11	0.2	0.2	-4	.	-17	-14	0	-4	-2	-4
COC(=O)c1ccc(NC(=O)C23CC4CC(C2)CC(n2cnc(Cl)n2)(C4)C3)cc1	.	0.1	-0.6	-2	.	15	9	26	-4	2	-8

(continued)
SMILES	Mot1-301 SUMO	C-LANA FP	CDK5 inh	Keap1 Nrf2 FP	NSD2 inh	Rtt109 Vps75	PvdQ acylase	PfHsp90 yeast 2	RTF Ca sens act	RTF Ca sens inh	dFosB act
CSCCC(NC(=O)c1ccccc1Br)C(=O)NCCCn1nc(C)cc1C (configuration not stated)	-6	-0.8	0.1	2	-3	-5	-15	-23	-1	3	-5
O=C(NCc1ccccn1)C(=O)NN=C1CCCCCCCCCCC1	47	0.4	-0.8	-3	-6	4	-8	-5	0	2	-2
CCOC(=O)Cc1csc(NC(=O)CS(=O)(=O)Cc2ccccc2)n1	8	0.7	-1.5	3	-14	2	-2	.	0	17	0
Cc1ccc(C2=NS(=O)(=O)N(C)C(C(=O)Nc3cc(C)n(CC(=O)N4CCC(C)CC4)n3)=C2)cc1	-8	-0.6	0.3	1	4	?	-15	-4	0	-4	8
CC1(C(=O)Nc2nnc(C(C)(C)C)s2)Cc2ccccc2C(=O)O1 (configuration not stated)	45	-0.1	-0.5	2	2	9	-4	12	-5	1	-4
Cc1oc(S(=O)(=O)N2CCCCC2)cc1NC(=O)Nc1ccccc1	-6	0.8	1.0	-3	1	9	-19	8	-4	1	-6
O=C(N/N=C/c1ccc(-c2cccc([N+](=O)[O-])c2)o1)[C@H]1C[C@@H]1c1ccccc1	25	-1.3	-1.5	-3	-1	-3	-11	-7	2	11	-4
CC1CC(C)(C)Nc2ccc(OC(=O)c3ccco3)cc21 (configuration not stated)	229	-0.5	-0.3	-3	16	2	-1	-1	-2	-5	-6
CC(C)CCN1C(=O)c2cccc3c(N)ccc(c23)C1=O	47	96*	-1.3	71*	-60	-15	7	-6	658*	i	-24
Cc1ccc(-c2nnc(OCc3nc4ccccc4n3C)c3ccccc23)cc1	239	2.3	-1.5	-1	.	-4	8	29	-3	4	1
CCCC1CCc2[nH]nc(C(=O)NN)c2C1 (configuration not stated)	7	-0.5	-1.0	2	.	-4	2	20	-4	2	-4
CCOc1ccc2nc(NC(=O)c3ccc(C)o3)sc2c1	-14	-0.8	3.2	-3	-1	.	6	3	2	-1	-4
CC(C)OC(=O)CSc1nc(Cc2cccs2)nc2ccccc12	9	0.1	0.2	-5	2	.	-8	3	5	-5	6
CCOc1ccc(NC(=O)c2ccc(NC(=O)CSc3nc4ccccc4c(=O)[nH]3)cc2)cc1	50	0.5	0.6	1	-2	-2	4	-3	0	-2	-1
CCOc1ccc(S(=O)(=O)NCc2ccc(C)cc2)c2cccnc12	46	-1.1	-0.4	0	-2	7	-9	-6	3	6	-9
Cc1cc(NC(=O)CSc2nnc(CNC(=O)c3ccc(F)cc3)o2)no1	-11	-1.4	-2.4	-2	-3	-2	-6	10	-1	1	6
CC(=O)NC1C(Oc2ccc(C)cc2)OC2COC(c3ccco3)OC2C1O (configuration not stated)	-11	13	2.7	0	-3	4	-4	22	-7	1	6
Cc1c(OCC(=O)N2CCC(C(=O)NCCCC(=O)O)CC2)ccc2c1oc(=O)c1ccccc12	-10	-1.6	0.1	-9	0	-24	-7	1	-2	-16	-14
O=C(COc1ccc(N2CC(C(=O)O)CC2=O)cc1)Nc1cccc(C(F)(F)F)c1 (configuration not stated)	-5	1.0	-3.9	-3	0	-14	-12	.	2	-6	-2
C=CCNC(=O)c1onc(CSc2ccccn2)c1C(=O)NCC=C	-14	0.1	-0.1	-1	.	6	8	-13	-1	-6	3

As a working copy, some entries already given.
SMILES	Mot1-301 SUMO	C-LANA FP	CDK5 inh	Keap1 Nrf2 FP	NSD2 inh	Rtt109 Vps75	PvdQ acylase	PfHsp90 yeast 2	RTF Ca sens act	RTF Ca sens inh	dFosB act
CCOc1ccc(CN2CCN(Cc3cnc(-c4ccccc4)s3)CC2CCO)cc1 (configuration not stated)	30	-0.6	0.7	-4	-3	18	11	.	-2	1	-6
O=C(c1ccco1)N1CCCC(Nc2ccc3c(c2)OCCO3)C1 (configuration not stated)	241	1.2	0.6	4	5	1	0	0	-4	-7	-4
O=C(CCN1CCN(c2ccccc2F)CC1)Nc1cccc(F)c1	6	-4.8	1.3	2	-1	12	-14	-15	-2	-4	-6
Cc1ncc([N+](=O)[O-])n1CCOC(=O)C12CC3CC(CC(C3)C1)C2	153	0.4	1.9	-3	-1	.	-8	-45	6	-6	-7
CCc1ccc(NC(=O)CSc2nc(=O)n(CCCN3CCOCC3)c3c2CCC3)cc1	1	-0.5	1.6	-3	1	-6	-12	15	6	6	-8
CCOc1ccc2nc(NC(=O)c3ccccn3)sc2c1	-21	-2.0	2.7	-4	-2	-5	-16	21	0	-16	2
O=C(CSc1nc(N2CCOCC2)nc(N2CCOCC2)n1)Nc1ccccc1F	-5	-0.1	0.7	-10	0	-1	-18	8	-1	-7	1
CC1CN(Cc2nc3c(c(=O)n(C)c(=O)n3C)n2Cc2ccccc2)CC(C)O1 (configuration not stated)	11	0.2	0.2	-4	.	-17	-14	0	-4	-2	-4
O=C(NCc1ccccn1)c1ccc(Br)s1	-15	0.1	0.0	-2	-1	25	10	.	-6	-2	-2

From PubChem

Compounds were not picked by outcome. About 3.2% of those tested had a hit in this group.
